# Screening results (PubChem BioAssay)
# ABCB6 inh 2 = blocks the human ABCB6 transporter. Q9NP58. K562-ABCB6 porphyrin accumulation, flow cytometry, 1 h; active compounds read low. AID 602162. fluorescence ratio to DMSO, % at 10 µM. 360,000 compounds, 0.19% hits;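 active = fluorescence ratio to DMSO below 75%, the collection mean minus 3 SD; inconclusive = too few cells collected in the well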;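 also: signal is porphyrin accumulated inside mitochondria; 100% equals median channel fluorescence of DMSO control wells; lower ratio means ABCB6 inhibition with less porphyrin fluorescence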
# PDI inh = PDI (human) enzyme inhibition. P07237. PDI insulin aggregation turbidity, A650, 90 min. inhibition, % at 10 µM. 350,000 compounds, 0.052% hits. AID 588391;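 active = mean inhibition across replicates of 30% or more, whatever share of single replicates reach that level; inconclusive = mean inhibition below 30% while every single replicate reaches 30%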;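 also: absorbance from insulin aggregation driven by PDI reduction with DTT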
# Target sequence (P07237 whole entry, looked up): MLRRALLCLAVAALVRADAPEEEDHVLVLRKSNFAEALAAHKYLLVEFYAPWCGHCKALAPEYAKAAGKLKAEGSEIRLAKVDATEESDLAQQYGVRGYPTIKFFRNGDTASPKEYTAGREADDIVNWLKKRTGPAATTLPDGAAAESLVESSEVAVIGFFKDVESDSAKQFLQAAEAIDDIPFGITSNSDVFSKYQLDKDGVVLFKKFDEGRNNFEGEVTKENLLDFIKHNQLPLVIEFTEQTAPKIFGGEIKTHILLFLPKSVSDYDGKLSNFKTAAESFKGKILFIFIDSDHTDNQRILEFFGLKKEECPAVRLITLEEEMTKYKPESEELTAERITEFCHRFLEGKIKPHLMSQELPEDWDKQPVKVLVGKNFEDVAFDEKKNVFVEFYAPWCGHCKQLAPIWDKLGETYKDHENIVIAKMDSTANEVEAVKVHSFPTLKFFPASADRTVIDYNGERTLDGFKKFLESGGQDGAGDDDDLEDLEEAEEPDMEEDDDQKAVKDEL
# Cardio protect = modulators protecting cardiomyocytes from myocardial damage; H9c2 cardiomyocytes, H2O2 injury protection, ATPLite, 2 h; protection from H2O2 cell death, % at 20 µM; 360,000 compounds, 0.63% hits;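 active = compounds giving at least 50% protection of heart cells from peroxide-induced death in the single-dose screen, raw or plate-pattern-corrected value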;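 also: 0% = DMSO wells with peroxide and 100% = DMSO wells without peroxide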
# CaV13 ICDI inh = Primary screen for inhibitors of IQ motif and Ca2+-dependent inactivation inhibitor domain binding in CACNA1D, Förster resonance energy transfer in living cells, …; HEK cells, CFP/YFP FRET ICDI-IQ, plate reader, 10 min; percent FRET-ratio fall versus neutral wells; inhibition, % at 12.3 µM; 340,000 compounds, 0.098% hits; AID 743397;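 active = mean replicate inhibition of at least 30% and at least 1% of replicates passing that level; inconclusive = only one of the two criteria is met; inactive = neither criterion is met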;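 also: 0% = median of the neutral control wells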
# Glyco luc inh = blocks N-linked glycosylation in D54 reporter cells; reporter increase, % at 12.5 µM; D54 ERlucT glycosylation luciferase reporter, 24 h; percent of 100 nM tunicamycin response; AID 588692; 360,000 compounds, 0.23% hits;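 active = mean luciferase reporter signal, scaled so untreated is 0 and the glycosylation-blocking control 100, at or above a set limit in every replicate; inconclusive = mean reaches the limit but not every replicate does; inactive = mean below the limit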;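 also: luciferase carries N-glycosylation sites so blocking glycosylation raises the light; 0% = median of neutral control wells and 100% = median of 100 nM tunicamycin wells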
# aDG glyco up = increases alpha dystroglycan glycosylation; Pro5-aDG cells, alpha-DG glycosylation AlphaScreen (IIH6); 0% Pro5, 100% B10-LARGE cell signal; activation, % at 10 µM; 360,000 compounds, 0.22% hits;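 active = activation of at least 8% versus controls, or a plate z-score of at least 8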;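 also: Pro5 are CHO cells carrying HIG-tagged alpha-DG that lacks glycosylation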
# Vif imaging = inhibitors of HIV Vif; HEK293T cells, Vif self-association by quenched fluorescence, imaging, 24 h; inhibition, % at 7.49 µM; 340,000 compounds, 0.35% hits; in the data active = inhibition above about 50%, passing the limit was not always enough; inconclusive = no clear call, values can overlap the other calls; inactive = below about 31%; also: some results filed as inactive read as strong as hits
# MC4R antagonist = blocks human MC4R cAMP signaling; P32245; MC4R-expressing cells, MTII-stimulated cAMP, LANCE TR-FRET; inhibition, % at 6.5 µM; 360,000 compounds, 0.48% hits;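 active = inhibition above its plate's cutoff, the mean of tested wells on that plate plus 3 SD, cut at about 29% in these data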;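 also: 0% = Melanotan II alone and 100% = Melanotan II plus saturating MCL0020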
#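 Material: human MC4R-expressing U2OS cells. Probe or stimulus: Melanotan II challenge. Dosing: 6.5 µM single dose. Times: 30-min compound, 1-h challenge, 1-h detection, room temperature. Technique: TR-FRET with Eu-cAMP and labeled anti-cAMP, 671 nm. Replication: singlicate.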
# MC4R ag barr = activates human MC4R beta-arrestin recruitment. 360,000 compounds, 0.98% hits. activation, % at 8.9 µM. U2OS MC4R beta-arrestin complementation, luminescence; percent of melanotan II response, DMSO zero;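 active = activation above a per-plate cutoff, the mean activation of sample wells on that plate plus 3 SD, cut at about 8% in these data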
# m5-HT2A agonist = mouse HTR2A agonism via beta-arrestin recruitment; P35363; CHO-K1 mHTR2A beta-arrestin complementation, luminescence; percent of 30 µM serotonin response; activation, % at 7.6 µM; 360,000 compounds, 0.66% hits; AID 624169;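 active = activation above a run cutoff, the mean activation of all tested compounds plus 3 SD, cut at about 14% in these data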;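 also: 0% = plate median of compound wells and 100% = 30 µM serotonin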
# Target sequence (P35363 whole entry, looked up): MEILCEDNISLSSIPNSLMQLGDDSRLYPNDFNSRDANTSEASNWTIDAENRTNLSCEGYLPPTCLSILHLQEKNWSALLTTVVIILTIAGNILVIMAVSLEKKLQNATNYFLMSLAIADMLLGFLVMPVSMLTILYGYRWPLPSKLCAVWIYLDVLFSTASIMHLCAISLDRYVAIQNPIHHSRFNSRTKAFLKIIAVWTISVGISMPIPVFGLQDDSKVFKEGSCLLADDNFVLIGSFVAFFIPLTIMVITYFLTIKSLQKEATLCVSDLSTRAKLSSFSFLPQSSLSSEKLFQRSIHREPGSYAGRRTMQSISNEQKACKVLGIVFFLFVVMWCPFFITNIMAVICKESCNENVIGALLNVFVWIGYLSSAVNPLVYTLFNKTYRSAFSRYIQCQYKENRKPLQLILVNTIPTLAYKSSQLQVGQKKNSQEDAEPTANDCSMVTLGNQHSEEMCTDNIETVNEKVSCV
# The depositor's hits bear a star; ? = inconclusive; nt = not tested or not shown.
SMILES,ABCB6 inh 2,PDI inh,Cardio protect,CaV13 ICDI inh,Glyco luc inh,aDG glyco up,Vif imaging,MC4R antagonist,MC4R ag barr,m5-HT2A agonist
CCOC(=O)N/N=C/c1ccc(C)o1,99,3,10,-8,1,0.1,8,-2,-2.0,-1
Cc1cccc([C@@H]2[C@@H]3C(=O)N(Cc4ccccc4)C(=O)[C@@H]3[C@]3(CC(C)C)C(=O)N(c4cccc(F)c4)C(=O)N23)c1,101,1,0,-11,23,0.2,nt,12,3.2,13
C/C=C/C(=O)N1c2ccccc2C(C)=CC1(C)C,98,8,10,-5,0,-0.5,2,8,3.6,-1
CN(CC(=O)O)c1ccc(C(F)(F)F)cc1[N+](=O)[O-],102,4,7,-4,1,0.3,19,0,1.0,-2
COc1cc(S(=O)(=O)NCc2cccnc2)c(OC)cc1Br,100,-3,-2,-3,4,-0.2,-1,8,-1.9,-1
CCCCCc1ccc(C2=NNC(=O)CC2)cc1,92,-4,-1,-6,3,0.2,-4,4,1.6,2
CCOc1ccc(CNC(=O)c2ccc(Sc3ccc(Cl)cc3)c(NC(C)=O)c2)cc1OC,92,1,-4,-5,-2,-0.2,-8,4,-1.7,-2
Cc1cc(C)c(C#N)c(OCC(=O)c2ccc(Br)cc2)n1,96,-2,-12,-4,0,-0.1,1,-8,-0.5,1
COc1ccc(C(=O)COc2ccc3ccc(=O)oc3c2)cc1,100,-2,4,5,-2,0.2,2,14,0.5,2
CN(CC(=O)Nc1ccc2c(c1)OCO2)CC(=O)Nc1ccc(F)c(F)c1F,101,4,6,-17,4,0.1,-4,6,0.7,3
O=C(COc1ccccc1)Nc1nnc(-c2ccc(Cl)cc2)o1,97,-5,11,-5,2,-0.2,nt,0,-3.0,4
COC(=O)/C=C/c1ccccc1S(=O)(=O)N(Cc1ccccc1)Cc1ccco1,102,-5,-4,-5,10,0.1,-3,-12,-1.5,-3
Cc1ccc(S(=O)(=O)N2CCN(C(=O)c3cc(=O)c4ccccc4o3)CC2)cc1,93,-1,2,1,1,-0.1,4,0,-2.6,-6
O=C(COC(=O)C1CC2CCCC(C1)C2=O)Nc1cccc(F)c1 (centres undefined),97,-11,-2,-2,0,-0.2,5,16,1.1,0
CC1CCCCN1C(=O)COC(=O)Cc1c[nH]c2ccccc12 (centres undefined),93,-1,5,-5,0,0.1,2,3,-0.8,7
COc1ccc(-c2nc(-c3ccncc3)no2)cc1OC,92,-2,18,-3,1,0.1,?,1,-1.2,-5
CCOc1ccc(C2(C)CC(=O)N(C)C2=O)cc1 (centres undefined),101,1,8,-4,1,-0.1,13,8,-0.1,-6
CCC(c1nc2ccccc2[nH]1)N(C(=O)C1=NNC(=O)CC1)c1ccccc1 (centres undefined),101,nt,1,-5,1,-0.1,nt,nt,nt,-4
Cc1cc2[nH]c(=O)c(=O)[nH]c2cc1S(=O)(=O)NCc1ccc(Cl)cc1,99,nt,11,nt,0,0.1,9,5,-1.2,-3
CN(CC(=O)NCCc1ccccc1)S(=O)(=O)c1ccc(Br)cc1,92,-1,-3,nt,-1,0.1,-6,2,-0.9,2
COc1ccc2c(c1)CCc1c(C(=O)NCCN3CCOCC3)noc1-2,98,6,-3,-8,-1,-0.1,1,-1,-2.8,-7
CCOC(=O)c1sc(NC(=O)C2CC(=O)N(c3ccc(C)cc3)C2)nc1C (centres undefined),93,4,-2,-3,1,0.0,-20,-2,0.1,1
COC(=O)COc1coc(CN2CCN(c3cccc(Cl)c3)CC2)cc1=O,106,11,1,-5,-1,-0.1,-4,17,1.5,3
COc1ccc(CCN(C)C2CC(=O)N(c3ccccc3)C2=O)cc1OC (centres undefined),100,-12,-1,-4,-1,0.0,-8,-2,-0.6,-4
COc1ccccc1Nc1nc(N)nc(CSc2nc(C)cc(C)n2)n1,93,1,1,-4,2,0.3,2,11,-1.5,2

# More entries
SMILES,ABCB6 inh 2,PDI inh,Cardio protect,CaV13 ICDI inh,Glyco luc inh,aDG glyco up,Vif imaging,MC4R antagonist,MC4R ag barr,m5-HT2A agonist
Cc1ccc(NC(=S)NNC(=O)c2ccc(N3CCOCC3)c([N+](=O)[O-])c2)cc1Cl,100,1,4,-5,2,-0.1,2,3,-2.7,-1
CCOc1cc(/C=C2/C(=N)N3OC(C)=CC3=NC2=O)ccc1OC,98,10,1,-6,2,0.1,-5,8,-0.8,-2
COc1ccc([N+](=O)[O-])cc1NC(=O)CCN1CCN(c2ccccc2OC)CC1,93,7,4,-3,-2,-0.1,-9,6,-1.8,2
Cc1ccc(/C=C2/NC(=O)N(Cc3ccccc3F)C2=O)o1,100,-10,7,-18,2,-0.2,1,12,0.7,-4
Cc1ccccc1N/N=C1\CCCNC1=O,97,-1,10,nt,3,-0.2,-3,1,-0.7,-5
Cc1cc2c(c(CO)c1CCO)C(=O)[C@@H](C)[C@@H]2O,101,-4,1,-9,0,0.1,-4,8,0.0,1
Cc1nnc(-c2ccc(Cl)cc2)nc1NCCN(C)C,97,9,11,-4,-2,-0.5,-2,2,-1.6,-4
COc1ccc(CNC(=O)Oc2ccccc2)cc1Cl,90,6,3,-2,2,0.3,13,13,1.5,2
CCCS(=O)(=O)N1CCC(C(=O)NCCCN(C)Cc2ccccc2)CC1,96,0,7,nt,0,-0.2,1,-1,-1.2,0
CN1CCN(S(=O)(=O)c2cccc(C#N)c2)C(c2ccccc2)C1 (centres undefined),101,8,-1,-5,1,-0.3,14,11,3.5,1
O=C(CCCCCn1c(=O)[nH]c2ccsc2c1=O)NCc1cccs1,88,7,0,-4,4,0.1,5,1,-0.6,-2
Cc1ccc(C2=N/C(=C\c3cccnc3)C(=O)O2)cc1,97,3,16,-6,1,-0.1,2,4,-1.5,-1
Cc1ccoc1C(=O)Nc1ccc2ccccc2c1,101,-5,-20,-4,-16,0.1,0,8,-0.3,6
COc1ccc(C)cc1NS(=O)(=O)c1ccccc1,99,-15,1,-10,0,0.3,-2,-4,0.1,1
COc1ccc(C(=O)NC2CCN(C(=O)NC3CCCCC3)CC2)cc1,100,-2,-5,-6,-1,0.1,0,9,-1.0,11
Fc1ccccc1NC(=S)Nn1cnnc1,101,-2,-2,-6,2,0.1,6,-4,-2.0,2
C[C@H](NC(N)=O)C(=O)Nc1ccc(N2CCOCC2)c(S(=O)(=O)Nc2ccc(Cl)cc2)c1,105,14,0,-7,0,0.1,1,4,-1.6,-6
Cc1ccc(S(=O)(=O)N[C@@H](C)C(=O)OCC(=O)N2c3ccccc3NC(=O)C2(C)C)cc1,91,9,-4,-6,3,-0.2,3,8,-2.9,3
COc1cccc(NC(=O)COC(=O)c2ccccc2F)c1,98,11,0,-5,5,0.1,3,-4,-1.1,0
O=C(c1ccc([N+](=O)[O-])cc1)N1CCN(C(=O)C2CCCCC2)CC1,98,1,-2,nt,0,0.2,-7,-8,-0.7,-1
CCOC(=O)Cc1csc(NC(=S)NC(=O)c2ccccc2)n1,98,5,-17,-9,0,-0.2,0,-2,-1.3,-5
CC(C)c1ccc(N(C(=O)C(F)(F)F)C(C(=O)NC2CCCCC2)c2ccncc2)cc1 (centres undefined),102,-1,3,nt,1,0.0,-9,2,-0.9,2
O=C1C2C3CCCC3=C3CCCC3C2C(=O)N1c1ccccc1 (centres undefined),109,-4,4,nt,-1,-0.1,2,18,-1.3,2
O=C(NCCC(=O)N1CCc2ccccc21)c1ccco1,101,-4,-4,-4,0,0.1,-5,7,-0.5,-3
COc1ccc(Cl)cc1NC(=O)CSc1sc2c(O)cc(=O)[nH]c2c1C#N,101,-1,1,-2,-2,-0.1,5,6,-2.8,-5

# Following part
SMILES,ABCB6 inh 2,PDI inh,Cardio protect,CaV13 ICDI inh,Glyco luc inh,aDG glyco up,Vif imaging,MC4R antagonist,MC4R ag barr,m5-HT2A agonist
O=C(CSc1nnc(-c2ccccc2)n1-c1ccc(Cl)cc1)NC1CCS(=O)(=O)C1 (centres undefined),99,-7,-1,-2,-2,-0.2,9,5,-1.1,2
CCN1CCN(Cc2ccc(NC(=O)c3ccc(C)c(NC(=O)c4nccnc4N)c3)cc2C(F)(F)F)CC1,97,-4,2,-11,-12,-0.4,-8,-3,-2.0,-13
CO/N=C(/c1nonc1N)N1CCN(c2ccc([N+](=O)[O-])cc2)CC1,113,-9,-10,nt,-3,0.3,-12,2,-1.3,-5
CN1CCN(S(=O)(=O)c2cccc(C(=O)Oc3ccc(Br)cc3F)c2)CC1,94,3,-3,nt,-2,-0.4,6,-1,-3.2,-2
CCOP(=O)(OCC)C(Nc1ccc(C)cc1)c1ccco1 (centres undefined),96,1,-4,-3,2,0.0,-3,-2,-3.4,5
CCc1ccccc1NC(=O)COC(=O)C1C2CC3OC(=O)C1C3C2 (centres undefined),105,3,2,-2,2,-0.1,-4,17,-0.6,9
CCC(/C=C1\Sc2ccc(OC)cc2N1CC)=C\c1sc2ccc(OC)cc2[n+]1CCCS(=O)(=O)[O-],101,-14,-20,-4,-4,0.5,0,12,-1.4,5
Cn1c(SCC(=O)Nc2ccc(F)cc2)nc2c(c1=O)SCC2,100,0,-7,-6,0,0.2,nt,10,-1.6,1
Cc1cccc(C)c1NC(=O)CCCSc1nnnn1C,93,-2,6,-6,1,-0.3,6,-3,-2.0,-2
COc1ccccc1CCNC(=O)CSc1nc(-c2ccco2)cc(C(F)(F)F)n1,105,-5,4,-6,0,-0.1,5,7,-0.1,-1
COc1cc(/C=C2\CCn3c2nc2cc(C(=O)O)ccc2c3=O)ccc1OC(F)F,95,-4,3,-19,3,0.1,4,-17,-0.8,5
COc1ccccc1NC(=O)Cc1cccs1,106,5,-4,-5,0,-0.2,9,7,-1.0,2
CC(Sc1ccccc1)C(=O)NN=C1CCCCCCC1 (centres undefined),103,6,1,-5,3,-0.4,-5,-2,-2.1,-6
CCOc1cccc(CN2CCC(Oc3ccc(C(=O)N4CCCC4)cc3)CC2)c1,100,-10,4,-7,0,0.2,-5,8,-2.3,-5
O=c1[nH]cnc(O)c1C(c1cccc([N+](=O)[O-])c1)c1c(O)nc[nH]c1=O,100,2,-5,-1,1,0.1,20,3,-1.5,-4
CCc1nc(OCCN(C)C)c2oc3ccccc3c2n1,98,8,-1,-5,1,0.1,-5,0,0.0,0
Cc1sc(NC(=O)C2CCCCC2C(=O)O)c(C(N)=O)c1C (centres undefined),97,-2,-3,-3,1,0.0,20,0,-1.3,1
CCOc1ccc2noc3c2c1C(=O)c1ccccc1-3,299,5,27,-21,12,0.2,1,-1,-0.6,0
Clc1ccc(-c2csc3ncnc(Cl)c23)cc1,104,1,-8,-4,1,0.8,-3,6,-0.8,-1
CN(CC(=O)Nc1ccc(N2CCOCC2)cc1)C(=O)CCCOc1ccc(Cl)cc1Cl,101,4,-1,-6,-1,0.2,-1,5,-1.5,3

# Rows are unselected; 3.6% or so of the library scored in one or more.
